GLP1R cytotox: cytotoxicity in counter-screen for GLP-1R inverse agonists | HEK293 cAMP-luciferase reporter cells, luminescence, 24 h | Potency, µM (highest dose often 38.3 µM), inactives show at the top dose activity change, negative = inhibition, usual class: inhibitors | 410,000 tested, 0.13% active | AID 624418;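 also: loss of luciferase light is scored as toxicity; potency is read from the fitted curve at half-maximal effect; % is scaled to controls: 0 for no effect and ±100 for the full control effect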
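MLSMR compounds, 24 hr on cells at 37 deg C/5% CO2; luminescence after luciferase reagent (12 min RT). Inhibition counted as the undesired cytotoxic outcome.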
TDP-43 yeast inh: inhibitors of TDP-43 toxicity in yeast | TDP-43 expressing yeast growth rescue, BacTiter-Glo, 24 h | Potency, µM (top dose mostly 46.1 µM), without a hit: at the highest dose growth rescue (activation), actives largely listed as activators | 410,000 tested, 1.8% active | AID 652104; also: potency is read from the fitted curve at half-maximal effect; % of control where 0% means no effect; nearly all actives have a fitted effect of over 50% in size
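Yeast cells expressing TDP-43 under galactose induction are exposed to compounds for 24 hr at 30 deg C. BacTiter-Glo luminescence measures growth, so protective compounds score as activators.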
Mm-Cpn inhibitor: blocks the Methanococcus maripaludis chaperonin Mm-Cpn; Potency, µM (series often up to 76.9 µM), without a hit: at the top dose activity, negative = inhibition, usual class: inhibitors; AID 504842; purified Mm-Cpn ATPase, ADP Transcreener TR-FRET; 330,000 tested, 0.031% active; also: potency is read from the fitted curve at half-maximal effect; % is scaled to controls: 0 for no effect and ±100 for the full control effect; nearly all actives have a fitted effect of over 80% in size
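Purified archaeal chaperonin (25 nM final) was preincubated with compound for 10 min at 37°C, then ATP (10 uM final) was added for 30 min at 37°C in Tris pH 7.4/KCl/MgCl2/DTT buffer. ADP was quantified by HTRF Transcreener TR-FRET.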
aSyn rescue: rescues yeast growth from alpha-synuclein toxicity | Potency, µM (highest dose often 46.1 µM), without a hit: top-dose growth rescue (activation), actives largely listed as activators | Yeast expressing alpha-synuclein, growth rescue, BacTiter-Glo, 24 h | 370,000 tested, 0.14% active; also: potency is read from the fitted curve at half-maximal effect; % of control where 0% means no effect; nearly all actives have a fitted effect of over 65% in size
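Screening used galactose-induced yeast with toxic alpha-synuclein levels, exposed to compound for 24 hr at 30 deg C. Cell growth, read with BacTiter-Glo luminescence, gave the measured signal.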
Abeta yeast res: A-beta toxicity reversal in yeast; yeast expressing A-beta42, growth rescue, OD600, 48 h; response scale: 0% DMSO, 100% iron-clioquinol control; 410,000 tested, 0.063% active; Potency, µM (highest dose often 46.1 µM), for the others: at the highest dose growth rescue, actives largely listed as activators; also: potency is read from the fitted curve at half-maximal effect; nearly all actives have a fitted effect of over 55% in size
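Yeast A-beta toxicity model in growth medium with pinned compounds, 48 h at 30 C; growth read as absorbance at 600 nm. Normalized to FeCl3/clioquinol equimolar mix (positive) and DMSO (negative).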
GLP1R inv ag: acts as inverse agonist at human GLP-1 receptor; 410,000 tested, 1.6% active; P43220; HEK293 GLP-1R CRE-luciferase, luminescence, 24 h; GLP-1R form is constitutively active; Potency, µM (series often up to 38.3 µM), without a hit: top-dose activity change, negative = inhibition, usual class: inhibitors; also: potency is read from the fitted curve at half-maximal effect; % is scaled to controls: 0 for no effect and ±100 for the full control effect; nearly all actives have a fitted effect of over 55% in size
Target sequence (P43220 whole entry, looked up): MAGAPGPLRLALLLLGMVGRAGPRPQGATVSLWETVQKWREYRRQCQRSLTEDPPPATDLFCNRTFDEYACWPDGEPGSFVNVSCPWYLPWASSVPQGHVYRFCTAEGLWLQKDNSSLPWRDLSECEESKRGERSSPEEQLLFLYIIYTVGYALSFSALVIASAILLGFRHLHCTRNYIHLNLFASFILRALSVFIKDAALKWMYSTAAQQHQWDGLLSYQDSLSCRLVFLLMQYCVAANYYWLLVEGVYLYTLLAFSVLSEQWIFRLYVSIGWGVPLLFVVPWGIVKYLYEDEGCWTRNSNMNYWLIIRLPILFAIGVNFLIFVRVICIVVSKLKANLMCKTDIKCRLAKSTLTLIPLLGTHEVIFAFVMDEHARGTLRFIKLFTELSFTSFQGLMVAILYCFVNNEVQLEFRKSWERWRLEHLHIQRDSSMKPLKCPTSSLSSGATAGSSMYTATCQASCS
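Seeding at 200 cells/uL, 12 h culture, 24 hr compound treatment, then luciferase reagent and a luminescence read; cells are HEK293 stably expressing a constitutively active GLP-1R plus cAMP-responsive luciferase.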
FUS yeast rescue: rescues growth of FUS-expressing yeast; S. cerevisiae FUS-expressing, growth rescue, OD600, 24 h; Potency, µM (top dose mostly 76.6 µM), for the others: top-dose growth rescue (activation), actives largely listed as activators; 390,000 tested, 0.24% active;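 also: potency is read from the fitted curve at half-maximal effect; plate controls were DMSO vehicle for no effect and reference control for full effect; nearly all actives have a fitted effect of over 55% in size; some results filed as inactive show a strong effect at the top dose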
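Cultures pregrown in 2.5% raffinose medium are shifted to minimal medium containing 2% galactose to express toxic FUS. Compounds are tested at several concentrations. After 24hr at 30C, growth is quantified at 600 nm absorbance.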
pAkt inh: blocks phosphorylation of Akt; Neuro2A IGF-stimulated pAkt S473 HTRF, 20 min; stronger effect = lower value; activity change, % for hits at 50 µM; 360,000 tested, 0.32% active; AID 651550; in the data active = activity change below about -80%; inconclusive = mostly about -51% to -80%; also: % is scaled to controls: 0 for no effect and ±100 for the full control effect
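Single-point screen (50 µM final compound) in Neuro2A cells stimulated 20 min with 6 nM IGF at 37 deg C. After lysis, Ser473-phosphorylated Akt read by HTRF (ex 330 nm, em 615/665 nm) as the 665/615 ratio.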
PTHR1 agonist: PTHR1 (human) receptor agonism; 410,000 tested, 0.075% active; HEK293 GP2 PTHR1 cells, GloSensor cAMP luminescence, 1 h; Q03431; Potency, µM (doses to about 115 µM), inactives show top-dose activation, most hits filed as activators; AID 743266; also: potency is read from the fitted curve at half-maximal effect; nearly all actives have a fitted effect of over 55% in size; some results filed as inactive show a strong effect at the top dose; inactives centre near -15; many of its hits are not listed in these tables
Target sequence (Q03431 whole entry, looked up): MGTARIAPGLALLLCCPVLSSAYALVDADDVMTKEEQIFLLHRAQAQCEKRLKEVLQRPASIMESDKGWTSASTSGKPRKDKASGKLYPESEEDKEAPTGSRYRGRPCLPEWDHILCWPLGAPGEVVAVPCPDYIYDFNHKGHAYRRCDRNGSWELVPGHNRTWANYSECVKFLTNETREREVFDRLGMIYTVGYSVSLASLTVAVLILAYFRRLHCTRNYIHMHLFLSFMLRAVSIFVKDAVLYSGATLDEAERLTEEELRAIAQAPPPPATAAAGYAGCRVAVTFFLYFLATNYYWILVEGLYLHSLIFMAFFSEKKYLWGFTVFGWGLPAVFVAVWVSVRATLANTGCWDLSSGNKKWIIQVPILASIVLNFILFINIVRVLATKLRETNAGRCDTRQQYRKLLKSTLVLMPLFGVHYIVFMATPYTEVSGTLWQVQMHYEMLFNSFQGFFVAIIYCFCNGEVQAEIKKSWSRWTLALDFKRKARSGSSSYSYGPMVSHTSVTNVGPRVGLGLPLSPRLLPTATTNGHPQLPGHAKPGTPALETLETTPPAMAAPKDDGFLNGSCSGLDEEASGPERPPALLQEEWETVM
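HEK-293-derived GP2 cells expressing PTHR1 and a GloSensor cAMP reporter, 3,000/well, plated overnight, given luciferin plus IBMX (each 0.5 mM as added) for 1 h at 37 °C, then compound for 1 h at 37 °C. Luminescence was read after 15 min at room temperature.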
Starred values were filed as active, the others as inactive; i = inactive; ? = inconclusive; / = no result given; [ ] = remark or other dose. Unless noted, calls follow the shape of the dose curve; as a rule, active = well fitted curve in the direction sought with a large enough effect; inconclusive = small, poorly fitted or top-dose-only effect, or another doubt; inactive = no such curve, though single readings can be large; an effect the other way counts as inactive or inconclusive. These rows are one share of the data, so the mix of outcomes need not match the whole.

SMILES	GLP1R cytotox	TDP-43 yeast inh	Mm-Cpn inhibitor	aSyn rescue	Abeta yeast res	GLP1R inv ag	FUS yeast rescue	pAkt inh	PTHR1 agonist
O=C(CSc1ncc(S(=O)(=O)c2ccc(Br)cc2)c(=O)[nH]1)NCc1ccccc1Cl	-1%	24%	/	/	10%	5%	2%	/	i
COc1ccc(-n2cc(-c3ccccc3)c3c(NC4CCCCC4)ncnc32)cc1	-4%	-3%	/	/	-26%	-65%	20%	/	?
CCc1cccc2c(C(=O)CSc3nnc(-c4ccoc4C)n3C)c[nH]c12	-10%	-19%	0%	-10%	-7%	0%	13%	i	17%[57.5 µM]
Cc1noc(/C=C/c2cccs2)c1S(=O)(=O)N1CCC(C(=O)NCc2ccccc2Cl)CC1	3%	10%	/	/	-1%	-5%	32%	/	-14%
COc1ccc(C(NC(=O)C2CCN(CCCOc3ccccc3)CC2)c2cccs2)cc1 (configuration not stated)	-11%	10%	/	?	-6%	?	4%	i	2%
Cc1cccc(Nc2c([N+](=O)[O-])c(=O)oc3ccccc23)c1	-23%	-11%	-2%	-8%	-11%	13%	-8%	i	-22%
O=C1CCc2cc(S(=O)(=O)N3CCCC3C(=O)NC3CCCCCCC3)ccc2N1 (configuration not stated)	3%	0%	0%	3%	-2%	-7%	11%	i	-34%[inhibitor]
C=C(C)CNC(=S)NNC(=O)c1ccco1	-6%	8%	2%	-6%	12%	-18%	-21%	i	i
O=S1(=O)N=C(N(CCO)/N=C/C=C/c2ccccc2)c2ccccc21	-16%	-7%	-1%	-6%	-8%	-25%	-8%	i	-1%
O=C(CN(Cc1cccs1)C(=O)CCC(=O)Nc1ccccn1)NCc1ccccc1	21%	-31%	-1%	4%	-11%	3%	12%	i	0%

Part of the list above, reduced to PTHR1 agonist.
SMILES	PTHR1 agonist
COc1ccc(-n2cc(-c3ccccc3)c3c(NC4CCCCC4)ncnc32)cc1	?
CCc1cccc2c(C(=O)CSc3nnc(-c4ccoc4C)n3C)c[nH]c12	17%[57.5 µM]
Cc1noc(/C=C/c2cccs2)c1S(=O)(=O)N1CCC(C(=O)NCc2ccccc2Cl)CC1	-14%
COc1ccc(C(NC(=O)C2CCN(CCCOc3ccccc3)CC2)c2cccs2)cc1 (configuration not stated)	2%

(more compounds)
SMILES	GLP1R cytotox	TDP-43 yeast inh	Mm-Cpn inhibitor	aSyn rescue	Abeta yeast res	GLP1R inv ag	FUS yeast rescue	pAkt inh	PTHR1 agonist
CC1C(=O)N2CCCc3cc(S(=O)(=O)NCc4ccc(F)cc4)cc1c32 (configuration not stated)	-4%	-11%	?	7%	2%	2%	2%	i	i
CCOc1ccc(/C=N/NC(=O)Cc2csc(Nc3cccc(C(F)(F)F)c3)n2)cc1	-29%	7%	2%	?	?	2.2µM*	3%	i	-21%[57.5 µM]
CC(C)(C)OC(=O)C1C(=O)CC(C)(O)C(C(=O)OC(C)(C)C)C1c1cccnc1 (configuration not stated)	-1%	-9%	1%	-5%	-10%	7%	19%	i	-21%[57.5 µM]
C/C(=N\Nc1ccc(Cl)c(C(=O)O)c1)c1cccs1	-3%	-9%	-3%	-8%	2%	19%	-2%	i	-20%
O=C(O)Cn1ccc2ccccc21	-9%	-16%	-10%	-3%	-1%	-20%	4%	i	-4%
COc1ccc(Cn2c(=O)sc3ccccc32)cc1	10%	?	2%	7%	6%	-25%	1%	i	-5%[57.5 µM]
CCNc1c2c(nc3ccccc13)CC(C)(C)CC2=O	-11%	-18%	1%	-3%	-9%	-23%	5%	i	-14%[57.5 µM]
Cc1c(NC(=O)C2CCN(S(=O)(=O)c3ccc(Cl)cc3)CC2)c(=O)n(-c2ccccc2)n1C	-5%	-22%	2%	-1%	-4%	0%	15%	i	-4%
CC(=O)Nc1ccc(C(=O)OCC(=O)NC2CCCCCC2)cc1	4%	-2%	/	-6%	-8%	14%	-27%	i	-10%
CCOc1cc(/C=N/NC(=O)COc2cccc(C)c2)ccc1OC(=O)c1cccs1	-2%	-4%	0%	12%	15%	-1%	?	i	-15%[57.5 µM]
CCOC(=O)c1c(NC(=O)COc2ccccc2)sc2c1CC(C)(C)NC2(C)C	-6%	0%	2%	-2%	-24%	?	16%	i	-19%
CN(C)CCn1c2c(c(SCC(=O)Nc3cccc4ccccc34)nc1=O)CCCC2	4%	-10%	-1%	0%	10%	?	-7%	i	-32%
CC1CCCC(C(=O)O)N1C(=O)CCS (configuration not stated)	11%	-18%	-7%	-1%	-3%	1%	2%	i	i
COc1nc(OCCNC(C)=O)nc(N(C)C)n1	5%	-29%	2%	-6%	3%	2%	0%	i	i
O=c1ccnc(SCCc2ccc([N+](=O)[O-])cc2)[nH]1	2%	-5%	/	-7%	-2%	11%	15%	i	-8%
COc1ccc(C2(CNC(=O)c3cccc([N+](=O)[O-])c3)CCCCC2)cc1OC	-12%	?	0%	2%	10%	?	24%	i	i
CC(C)(C)OC(=O)[C@H](CCCCN)NC(=O)c1nc[nH]c1C(=O)N[C@@H](CCCCN)C(=O)OC(C)(C)C	14%	7%	1%	5%	-17%	15%	-4%	i	9%
CC(=O)c1c(C)[nH]c(C(=O)CSc2ccc(F)cc2)c1C	-4%	-12%	0%	-1%	-4%	-13%	1%	i	-90%
COc1ccc(C2C(C(=O)O)c3ccccc3C(=O)N2C)cc1Br (configuration not stated)	-8%	-4%	2%	5%	16%	5%	18%	i	i
Cc1ccc(C(=O)c2cn(CC(=O)Nc3ccc(C)cc3Cl)c3nc(C)ccc3c2=O)cc1	-2%	17%	/	/	-37%[inhibitor]	6%	-4%	/	?
Cc1ccc(NC2CC(=O)N(c3ccc(N4CCCCC4)cc3)C2=O)cc1 (configuration not stated)	11%	-6%	1%	-7%	14%	10%	24%	i	-5%
COc1ccc(CCN2C(=O)N[C@@H](C(C)C)C2=O)cc1	-12%	7%	-1%	-2%	-1%	-1%	-34%	i	i
O=C1CC[C@@H]2CC3(C[C@@H]4CCN1[C@H]24)Nc1cc([N+](=O)[O-])ccc1NC3=NC1CCCCC1 (some centres not stated)	-18%	1%	/	-4%	-14%	6%	-17%	i	-22%
CCC(c1nnnn1CC1CCCO1)N(CCN1CCOCC1)Cc1cc2cc(C)ccc2[nH]c1=O (configuration not stated)	23%	-15%	0%	1%	1%	2%	7%	i	i
COc1ccc2[nH]c(C)c(CCNC(=S)Nc3cccc(C)c3)c2c1	-20%	?	3%	-7%	17%	?	20%	i	0%
CCCCn1c(N)c(N(CCOC)C(=O)CCS(=O)(=O)c2ccc(C)cc2)c(=O)[nH]c1=O	2%	-17%	/	-5%	-9%	16%	-1%	i	-8%
CCSc1ncc(Cl)c(C(=O)Nc2nc3ccc(Cl)cc3s2)n1	0%	-3%	/	/	-12%	-14%	-13%	/	i
COC(=O)C(Cc1ccccc1)NC(=O)CNC(=O)c1ccc(Br)cc1 (configuration not stated)	-3%	-5%	2%	-1%	-17%	-45%	20%	i	?
CS(=O)(=O)CCC(C(=O)O)N1C(=O)c2ccc(Oc3ccc(Cl)cc3)cc2C1=O (configuration not stated)	-13%	14%	-4%	2%	-13%	19%	-4%	i	-11%
O=C(Nc1ccc(C2=CN(Cc3ccccc3)CCC2=O)cc1)OCc1ccccc1	?	2%	3%	0%	6%	4%	10%	i	-24%
Cc1ccccc1NC(=O)CCCC(=O)c1ccccc1	2%	2%	2%	13%	-9%	-6%	12%	i	i
COC(=O)c1cn(NC(=O)C2CCCCC2)c(=O)c2ccccc12	-6%	4%	0%	-5%	-10%	-23%	7%	i	i
O=C(Oc1cccc(N2C(=O)CCC2=O)c1)C1CC(=O)N(c2ccc(F)cc2)C1 (configuration not stated)	2%	-3%	2%	-2%	0%	1%	-11%	i	13%[57.5 µM]
OCC(O)/C=N/Nc1nc2ccccc2s1 (configuration not stated)	0%	-1%	-10%	1%	-16%	-11%	8%	i	i
O=C(COC(=O)Cn1c(C(F)(F)F)nc2ccccc21)Nc1ccc2c(c1)OCCO2	49%[activator]	-7%	-2%	-4%	9%	1%	?	i	?
CCCOC(=O)CN1C(=O)c2ccc(C(=O)OCCC)cc2C1=O	-12%	12%	-1%	-5%	-16%	3%	19%	i	i
CCN(CC)c1ccc2nc3c4ccccc4c(=O)cc-3oc2c1	-14%	-17%	-4%	-6%	5%	-10%	3%	i	-28%
COc1ccc2c(C)c(CCC(=O)NCCc3ccccc3)c(=O)oc2c1	1%	?	/	/	-32%	-16%	16%	/	-61%[inhibitor]
COc1ccccc1N1CCN(CCN2C(=O)CC(=C3c4ccccc4-c4ccccc43)C2=O)CC1	-15%	3%	/	-12%	1%	0%	16µM*	i	i
CCCCCc1nnc(NC(=O)c2ccc(N3CCCC3=O)cc2)s1	7%	22%	-2%	2%	23%	7%	-1%	i	-48%[inhibitor]
Cc1cc(C)c2nc(N3C(=O)C(O)=C(C(=O)c4ccco4)C3c3ccc(O)cc3)sc2c1 (configuration not stated)	-11%	-12%	1%	2%	-4%	9%	13%	i	-39%[inhibitor]
CCc1ccc(NC(=O)CCC(=O)Nc2nnc(C(C)C)s2)cc1	4%	-6%	0%	-12%	-10%	5%	6%	i	-23%
CCc1ccc(NC(=O)[C@H](Cc2ccccc2)NC(=O)C2CCN(C(=O)[C@@H](N)CC(C)C)CC2)cc1	-27%	?	-1%	-2%	-1%	?	23%	i	-20%
